# D3 ag: D3 dopamine receptor (human) agonism; P35462; D3R DiscoveRx beta-arrestin cells, luminescence, 90 min; max activation, %; hit rate 0.58% among 410,000; AID 652048; in the data active means max activation above about 30%; further: 0% is about no effect; mostly tested at two doses, the higher about 12 µM
# Target sequence (P35462 whole entry, looked up): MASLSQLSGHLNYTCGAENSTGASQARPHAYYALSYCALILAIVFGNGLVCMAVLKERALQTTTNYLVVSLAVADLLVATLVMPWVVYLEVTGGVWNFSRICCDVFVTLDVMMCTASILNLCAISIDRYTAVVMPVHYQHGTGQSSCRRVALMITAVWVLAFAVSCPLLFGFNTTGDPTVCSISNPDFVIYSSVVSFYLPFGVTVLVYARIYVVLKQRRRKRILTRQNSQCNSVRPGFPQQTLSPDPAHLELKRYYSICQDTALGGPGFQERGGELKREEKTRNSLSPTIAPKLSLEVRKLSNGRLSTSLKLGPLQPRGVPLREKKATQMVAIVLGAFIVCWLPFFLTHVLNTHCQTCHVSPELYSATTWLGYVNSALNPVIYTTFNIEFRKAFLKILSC
#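 Agonist mode: compounds and dopamine controls were applied to plated cells for 90 min at 37 degrees C after an overnight attachment at 1500 cells/well. Luminescent read-out followed 30 - 60 minutes at room temperature with DiscoveRx detection reagent.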
# Starred values were filed as active, the others as inactive.
SMILES,D3 ag
CCN(CCCNC(=O)c1ccc(Sc2ccc(F)cc2)c(NC(C)=O)c1)c1ccccc1,10
O=C(COc1ccccc1Cl)Nc1ccc2nc(SCC(=O)N3CCCC3)sc2c1,1
COc1cc(C(=O)N(Cc2ccc(F)cc2)Cc2ccco2)cc(OC)c1OC,-1
CCOc1ccc(Oc2nc(NCC(C)C)nc(NC(C)(C)C)n2)nn1,-1
COc1cc(OC)c(NC(=O)N2CCN3CCCCC3C2)cc1Cl (stereo not given),-9
CC1CCN(C(=O)CSc2c(C(C)C)cnc3c2c(=O)n(C)c(=O)n3C)CC1,7
COc1cc2c(cc1OC)n(CC(=O)c1ccc(C)cc1C)c(=O)n1nc(CCn3nc(C)cc3C)nc21,2
COc1ccc(C(=O)Nc2nnc(C(C)C)s2)cc1OC,-5
Cc1cccc(NC(=O)C2CCCN2S(=O)(=O)c2ccc3nc(-c4ccccc4)[nH]c3c2)c1 (stereo not given),13
CCOC(=O)N1CCc2c(sc3c2c(=O)n(-c2ccc(F)cc2)c(=O)n3CC(=O)c2ccc(Cl)cc2)C1,8
COc1ccc(CCNC(=O)Cc2c(C)c3cc4c(C)coc4c(C)c3oc2=O)cc1,2
CCOc1ccc(CC(=O)NC2CC(=O)N(c3ccc4c(c3)OCCO4)C2)cc1 (stereo not given),5
CCOc1ccc(CNC(=O)C2CCN(C(=O)N3CC(CC)Oc4ccccc43)CC2)cc1 (stereo not given),9
CCc1cccc(C)c1NC(=O)C1=C(C)C(=O)OC12CCC(C)CC2 (stereo not given),-6
CCc1ccc(CNC(=O)C2CCN(c3nc4ccccc4nc3C(F)(F)F)CC2)cc1,10
CCc1ccc(CN2C(=O)c3ccccc3C2C(=O)NCCc2ccc(OC)c(OC)c2)cc1 (stereo not given),2
Cc1cccn2c(=O)c3cc(C(=O)NCCc4ccc(S(N)(=O)=O)cc4)n(C)c3nc12,9
CCC1CN(C(=O)N2CCC(C(=O)NCCc3ccc(C)cc3)CC2)c2ccccc2O1 (stereo not given),9
COc1cccc(NC(=O)Cn2cc(C(=O)c3ccc(C)cc3)c(=O)c3cc(OC)ccc32)c1,-3
CCOc1cccc(C(=O)N(Cc2ccc(N(C)C)cc2)CC2CCCO2)c1 (stereo not given),4
CCOC(=O)N1CCc2c(sc(NCc3cccs3)c2C(=O)Nc2cc(Cl)ccc2OC)C1,-4
Cc1ccccc1CNC(=O)CCc1cn(Cc2ccccc2C)c2ccccc12,3
Cc1ccccc1-c1nnc(SCC(=O)N(C)c2ccccc2)o1,3
CCCC(=O)NCC(c1ccc2c(c1)OCO2)N1CCOCC1 (stereo not given),-14
CC(C)CCNC(=O)CN1C(=O)CSc2ccc(S(=O)(=O)N3CCC(C)CC3)cc21,-14
O=c1[nH]c(=O)n([C@H]2CCCO2)cc1F,-6
O=C(NCc1ccc(F)cc1)c1ccc(CS(=O)Cc2ccc(Cl)cc2)o1 (stereo not given),-18
CCOC(=O)C1CCN(C(=O)c2ccc3c(c2)sc2nc(-c4ccccc4)cn23)CC1,-1
Cc1c(C(=O)NCc2ccccc2Cl)sc2nc3n(c(=O)c12)CCC3,-13
Cc1ccccc1CSc1nc2c([nH]c3ccccc32)c(=O)n1-c1ccccc1,-9
O=C(c1ccccc1)N1CCc2cc(CNS(=O)(=O)c3ccccc3Cl)ccc21,3
CCCn1cc(S(=O)(=O)c2cccc(Cl)c2)c(=O)c2cc(F)c(N3CCN(CC)CC3)cc21,63*
Cc1c(CCNC(=O)Cc2ccccc2)sc2nc(-c3ccc(F)cc3)nn12,5
CCc1ccc(NC(=O)Cn2c(=O)n(-c3ccc(OC)cc3)c(=O)c3ccc(C(=O)NCc4ccc(C)cc4)cc32)cc1,-1
CC(=O)c1nn(-c2ccc(OC(F)(F)F)cc2)nc1Nc1ccccc1,2
Cc1nn2c(=O)cc(COC(=O)c3ccc(NC(=O)CCc4ccccc4)cc3)nc2s1,10
CC(Cc1ccccc1)(NC(=O)CN)c1ccccc1 (stereo not given),-20
COc1ccc(CNC(=O)CSc2c3c(nc4ccc(Cl)cc24)CCCC3)cc1,-5
COc1ccc(Br)cc1CC1C(=O)Nc2ccccc21 (stereo not given),10
CCC(Sc1nncn2c1cc1oc(C)cc12)C(=O)Nc1ccc(F)cc1 (stereo not given),5

# Given with bars between the fields: 3 of the compounds above
Structure | D3 ag
CCc1ccc(NC(=O)Cn2c(=O)n(-c3ccc(OC)cc3)c(=O)c3ccc(C(=O)NCc4ccc(C)cc4)cc32)cc1 | -1
CCCC(=O)NCC(c1ccc2c(c1)OCO2)N1CCOCC1 (stereo not given) | -14
O=C(c1ccccc1)N1CCc2cc(CNS(=O)(=O)c3ccccc3Cl)ccc21 | 3

# Carrying on.
SMILES,D3 ag
Cc1ccc(NC(=O)C2CCCN(S(=O)(=O)c3ccc(C)cc3)C2)cc1 (stereo not given),6
CCCc1nn2c(=O)cc(COC(=O)c3ccc(NC(=O)C4CCCCC4)cc3)nc2s1,-6
COc1ccc(NC(=O)Cn2ccn(-c3ccc(F)c(F)c3)c(=O)c2=O)cc1Cl,-10
Cc1cccc(NC(=O)CN2C(=O)C(c3ccc(F)cc3)=NC23CCCCCC3)c1C,-5
Cc1ccc(C)c(N2CCN(c3nc4ccccc4c(=O)n3-c3ccccc3)CC2)c1,-14
COc1ccc(CCNc2nc(SCc3cccc(F)c3)nc3ccccc23)cc1OC,0
Cc1ccc(-c2noc(-c3nnn(CC(=O)Nc4cccc(C(F)(F)F)c4)c3N)n2)cc1,8
COC(=O)c1c(NC(=O)/C(C#N)=C/c2ccc(OC)cc2)sc2c1CCC2,-10
COc1ccc(CCNC(=O)c2ccc3c(c2)N(Cc2ccc(Cl)cc2)C(=O)c2ccccc2S3)cc1OC,0
COc1cc(C(=O)NCC(c2ccco2)S(=O)(=O)c2ccccc2)cc(OC)c1OC (stereo not given),-5
CCc1ccc(N2CCn3c2nc2c3c(=O)n(CCCc3ccccc3)c(=O)n2C)cc1,10
CCc1ccccc1-n1c(SCC(=O)Nc2ccc(C)cc2)nc2n[nH]c(C)c2c1=N,1
CC1CCN(C(=O)c2ccc(NC(=O)c3nsc4ccccc34)cc2)CC1,-4
Cc1ccccc1CSc1nc2cccnc2n1Cc1ccc(C(=O)NC2CC2)cc1,8
CCOC(=O)c1c(NC(=O)c2cc(C)on2)sc(C)c1C,-5
COC(=O)Cn1c(=O)c2c(nc3n2CCN3c2ccc(F)cc2)n(C)c1=O,6
Cc1coc2cc3oc(=O)c(CC(=O)NCc4ccc(F)cc4)c(C)c3cc12,6
O=C(NCCCO)c1nn(-c2ccc(Cl)cc2)nc1CO,-6
Cc1ccccc1CN1C(=O)c2ccccc2Sc2ccc(C(=O)NCc3cccs3)cc21,2
Cc1ccc(-n2c(SCC(=O)Nc3c(C)cccc3C)nc(O)c(C)c2=O)cc1,9
Cc1cccc(N(C)S(=O)(=O)c2nnc(NC(=O)C3CCCCC3)s2)c1,10
COc1cc(OC)c(NS(=O)(=O)c2cc3c(cc2C)N(C(C)=O)CCO3)cc1Cl,-7
CC(C)(C)C1CCc2oc3ccc(NS(=O)(=O)c4ccc(C(=O)O)cc4)cc3c2C1 (stereo not given),6
CCOC(=O)c1ccc(NC(=O)CSc2cc(-c3ccccc3)nc(C)n2)cc1,2
O=C(/C=C/c1ccc(Cl)cc1)N1CCC(c2nc3ccccc3o2)CC1,9
CC(C)C(=O)Nc1ccccc1OCc1cc(=O)n2ccccc2n1,1
O=C(Nc1nc2nc(-c3ccccc3)cc(=O)n2[nH]1)c1ccc(Cl)cc1,-15
Cc1nc2ccccn2c(=O)c1NC(=O)c1ccc(C(F)(F)F)cc1,-13
CCc1nn(CC(=O)N2CCN(c3cccc(C)c3C)CC2)c(=O)c2cc3sccc3n12,-8
O=C(O)c1ccc(-n2c(/C=C\c3ccc(O)cc3)nc3ccccc3c2=O)cc1,-7
Cc1cccc(-c2noc(CN(C(=O)c3ccccc3Cl)C(C)C)n2)c1,10
COc1ccc(N2CCN(Cc3cc(=O)oc4ccc(OC)cc34)CC2)cc1,-8
COc1cccc(C(=O)Nc2ccc(C(=O)OCc3cc(=O)n4nc(C5CC5)sc4n3)cc2)c1,-1
O=C(NCCc1ccc(Cl)cc1)c1ccc2c(c1)N(Cc1cccc(Cl)c1)C(=O)c1ccccc1S2(=O)=O,-8
COc1ccc(-c2noc(N3CCC(C(=O)N4CCN(c5cccc(OC)c5)CC4)CC3)n2)cc1,12
CCOc1ccc(OCC)c(Nc2nc3ccc(Cl)cc3n3cnnc23)c1,2
COc1ccccc1CNC(=O)c1ccc2c(c1)sc1nc(-c3ccc(F)cc3)cn12,-2
Cc1ccc(OCC(=O)Nc2nnc(SCc3cc(=O)n4cccc(C)c4n3)s2)cc1,-3
COc1cccc(N2CC(NC(=O)C3CCCCC3)CC2=O)c1 (stereo not given),-16
O=C(CCn1c(=O)c2cccn2c2cccnc21)NCc1ccccc1Br,-14
CCCN1CCN(c2ncnc3sc(C(=O)Nc4ccc(OC(F)(F)F)cc4)c(C)c23)CC1,-22
CCOC(=O)C1=C(CN2CCN(c3cccc(OC)c3)CC2)NC(=O)NC1c1ccc(OC)cc1 (stereo not given),-14
CCc1ccccc1Nc1ncnc2c1nc1n2CCCC1,0
Cc1ccc(CNC(=O)c2ccc(Cn3c(SCc4ccccc4F)nc4cccnc43)cc2)cc1,-16
Cc1nc(-n2nc(C)c(Cc3ccc4c(c3)OCO4)c2C)sc1C(=O)Nc1cccc(Cl)c1,-2
COC(=O)c1ccc(NC(=O)CC2C(=O)N(c3ccccc3)C(=O)N2Cc2ccco2)cc1 (stereo not given),4
CCN(CC)C(=O)c1c(-c2ccccc2)c(-c2ccccc2)nn(CC)c1=O,6
O=C(NCc1ccc2c(c1)OCO2)c1ccc2c(c1)N(Cc1ccccc1F)C(=O)c1ccccc1S2,6
Cc1ccc(N2CC(NC(=O)C3CCCC3)CC2=O)cc1 (stereo not given),1
CCCC(=O)N1CCN(c2nc3ccc(F)cc3s2)CC1,1
NC(=O)C1CCN(C(=O)c2ccc3c(c2)N(Cc2cccc(Cl)c2)C(=O)c2ccccc2S3=O)CC1 (stereo not given),9
CCOC(=O)c1cc(-c2ccccc2)n(CCC(=O)NCc2ccccc2Cl)c1C,-10
COc1ccc(C(=O)Nc2cccc(C(=O)OCc3cc(=O)n4c5c(sc4n3)CCCC5)c2)cc1,-9
O=C(NC1CCCCC1)c1ccc2c(c1)N(Cc1ccccc1)C(=O)c1ccccc1S2,-4
CCCN1C(=O)c2[nH]nc(-c3ccc(OC)cc3)c2C1c1ccccn1 (stereo not given),16
CCOc1ccc(NC(=O)Cn2cc(C(=O)c3ccc(F)cc3)c(=O)c3cc4c(cc32)OCO4)cc1,-13
COC(=O)c1ccc(NC(=O)C(c2ccccc2)N2Cc3ccccc3C2=O)cc1 (stereo not given),-15
CCOCCCNC(=O)Cn1ncc2c([nH]c3ccc(C)cc32)c1=O,-6
Cc1ccc(OC(=O)c2cc(-c3ccc4c(c3)OCCO4)on2)c(C)c1,11
C=C(NC(=O)C(=C)NC(=O)c1csc(C2=N[C@@H]3c4csc(n4)[C@H]4NC(=O)c5csc(n5)[C@H]([C@](C)(O)[C@@H](C)O)NC(=O)[C@H]5CSC(=N5)C(=CC)NC(=O)C([C@@H](C)O)NC(=O)c5csc(n5)[C@]3(CC2)NC(=O)[C@H](C)NC(=O)C(=C)NC(=O)[C@H](C)NC(=O)C([C@@H](C)CC)NC2C=Cc3c([C@H](C)O)cc(nc3C2O)C(=O)O[C@@H]4C)n1)C(N)=O (stereo not given in full),-1

# Rewritten field by field: 4 of the compounds above
SMILES: CCCN1C(=O)c2[nH]nc(-c3ccc(OC)cc3)c2C1c1ccccn1 (stereo not given)
- D3 ag: 16
SMILES: CCOc1ccc(NC(=O)Cn2cc(C(=O)c3ccc(F)cc3)c(=O)c3cc4c(cc32)OCO4)cc1
- D3 ag: -13
SMILES: COC(=O)c1ccc(NC(=O)C(c2ccccc2)N2Cc3ccccc3C2=O)cc1 (stereo not given)
- D3 ag: -15
SMILES: CCOCCCNC(=O)Cn1ncc2c([nH]c3ccc(C)cc32)c1=O
- D3 ag: -6

# A different layout for some results above.
compound	D3 ag
C=C(NC(=O)C(=C)NC(=O)c1csc(C2=N[C@@H]3c4csc(n4)[C@H]4NC(=O)c5csc(n5)[C@H]([C@](C)(O)[C@@H](C)O)NC(=O)[C@H]5CSC(=N5)C(=CC)NC(=O)C([C@@H](C)O)NC(=O)c5csc(n5)[C@]3(CC2)NC(=O)[C@H](C)NC(=O)C(=C)NC(=O)[C@H](C)NC(=O)C([C@@H](C)CC)NC2C=Cc3c([C@H](C)O)cc(nc3C2O)C(=O)O[C@@H]4C)n1)C(N)=O (stereo not given in full)	-1
O=C(NCc1ccc2c(c1)OCO2)c1ccc2c(c1)N(Cc1ccccc1F)C(=O)c1ccccc1S2	6
CCOC(=O)C1=C(CN2CCN(c3cccc(OC)c3)CC2)NC(=O)NC1c1ccc(OC)cc1 (stereo not given)	-14
CCN(CC)C(=O)c1c(-c2ccccc2)c(-c2ccccc2)nn(CC)c1=O	6
CCOc1ccc(NC(=O)Cn2cc(C(=O)c3ccc(F)cc3)c(=O)c3cc4c(cc32)OCO4)cc1	-13
COc1ccc(C(=O)Nc2cccc(C(=O)OCc3cc(=O)n4c5c(sc4n3)CCCC5)c2)cc1	-9

# (continued)
SMILES,D3 ag
CCOc1ccccc1CNC(=O)C1CCN(c2nnc(-n3c(C)ccc3C)s2)CC1,-6
Cc1ccc(-c2onc(C)c2C)cc1S(=O)(=O)N1CCCCC1,7
CC(C)Oc1ccc(CNS(=O)(=O)c2cnc(N)nc2)cc1,8
CCN1CCOC(=O)C1CC(=O)Nc1cc(Cl)ccc1C (stereo not given),8
CCc1ccc(-c2cn3c(n2)sc2cc(C(=O)NCCc4ccc(OC)cc4OC)ccc23)cc1,2
COc1ccc(N2CCN(C(=O)C(C)n3nc(C)c4sc5ccccc5c4c3=O)CC2)cc1 (stereo not given),7
Cc1ccc(-n2nc(CO)c(C(=O)NCCc3ccccc3)n2)cc1,2
CO[C@H]1C=CO[C@@]2(C)Oc3c(C)c(O)c4c(O)c(c(/C=N/N5CCN(C)CC5)c(O)c4c3C2=O)NC(=O)/C(C)=C\C=C[C@H](C)[C@H](O)[C@@H](C)[C@@H](O)[C@@H](C)[C@H](OC(C)=O)[C@@H]1C,-16

# Screening data: PubChem, National Center for Advancing Translational Sciences (NCATS)

# An excerpt; rates above refer to the full screens.
